Assay outcomes as filed in PubChem.
LMPTP block: LMPTP (human) inhibition; P24666; recombinant LMPTP-A, OMFP fluorogenic substrate, fluorescence intensity; inhibition, % at 20 µM; hit rate 0.22% among 360,000;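 active means compounds that cut the enzyme signal by at least half of the control window in the single-dose screen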;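 further: plate controls were DMSO wells with enzyme plus substrate for no effect and substrate without enzyme for full effect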
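Test system: LMPTP-A phosphatase enzyme; input: 0.625 nM LMPTP-A final; reagent: OMFP substrate, 400 µM final; compound dosing: 20 µM single dose, 3% DMSO; incubation: 50 min dark incubation at room temperature; measured by: endpoint fluorescence intensity from OMFP dephosphorylation; measure: % inhibition relative to no-enzyme and uninhibited control wells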
TbMetRS inhib: Trypanosoma brucei MetRS inhibition; purified T. brucei MetRS, ATP depletion, Kinase-Glo luminescence; inhibition, % at 11.9 µM; hit rate 0.4% among 360,000;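 active means inhibition above a per-plate cutoff of the control wells' mean inhibition plus 3 SD, cut at about 5.5% in these data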;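 further: 0% = DMSO wells median and 100% = median of wells with control inhibitor compound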
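Material: T. brucei methionyl-tRNA synthetase, purified; reagent: substrates ATP, L-methionine and bulk Escherichia coli tRNA; dosing: 11.9 µM single point; timing: 15 min plus 2 h at 25 °C; detection: luminescence of leftover ATP; evaluation: % inhibition; control set: DMSO-only wells as low control; replicates: singlicate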
SUMO1-SIM PPI: alters human SUMO1 binding to SIM partners; hit rate 0.33% among 360,000; P63165; inhibition, % at 20 µM; SUMO1 binding to a labelled peptide, TR-FRET, 1 h; AID 602429; in the data active means inhibition above about 37%
Target sequence (P63165 whole entry, looked up): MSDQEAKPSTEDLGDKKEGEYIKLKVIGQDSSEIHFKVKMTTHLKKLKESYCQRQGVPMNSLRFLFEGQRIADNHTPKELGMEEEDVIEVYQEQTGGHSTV
STEP inh: inhibitors of human striatal-enriched phosphatase STEP. AID 588621. inhibition, % at 20 µM. recombinant STEP, OMFP fluorogenic substrate, fluorescence. P54829. hit rate 0.25% among 360,000;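 active means inhibition at 20 µM, scaled per plate between control wells, above about 37%, limit read from the data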;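 further: 0% = DMSO with enzyme and substrate and 100% = substrate only without enzyme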
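material = STEP tyrosine phosphatase | reagent = fluorogenic phosphatase substrate OMFP at 25 µM final | doses = single compound dose of 20 µM, 1% DMSO final | schedule = 20 min reaction, room temperature, in the dark | measured by = fluorescence, 480/540 nm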
Scp-1 inhibitor: Scp-1 (human) phosphatase inhibition; Recombinant Scp1, phosphopeptide, malachite green phosphate absorbance; inhibition, % at 20 µM; hit rate 0.88% among 340,000;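 active means inhibition above about 50% at 20 µM, limit read from the data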;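 further: plate controls were DMSO wells with enzyme for no effect and wells lacking enzyme for full effect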
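System: truncated SCP-1 phosphatase (76-261aa); medium: Tris acetate buffer pH 5.5 with MgCl2 and Tween-20; incubation: 45 min room-temperature reaction, 5 min colour, 30 min stabiliser; compound: single 20 µM dose, 1% DMSO; reagent: Phosphorylated 17-residue peptide substrate; read-out: % inhibition at 20 µM; technique: colorimetric free-phosphate detection, absorbance 630 nm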
NadD block: inhibitors of Staphylococcus aureus NadD. inhibition, % at 20 µM. purified NadD enzyme, colorimetric absorbance read-out. hit rate 0.78% among 360,000. AID 602399; in the data active means inhibition above about 26%; further: some compounds past the cut are filed as inactive
Rpn11 block: Rpn11 (human) deubiquitinase inhibition; O00487; human 26S proteasome, Ub4-pepOG fluorescence polarization; 20S core pre-blocked with epoxomicin; calls only at 20 µM; hit rate 0.59% among 360,000;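 active means inhibition at 20 µM, scaled to each plate's controls, above about 33%, limit read from the data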
Target sequence (O00487 whole entry, looked up): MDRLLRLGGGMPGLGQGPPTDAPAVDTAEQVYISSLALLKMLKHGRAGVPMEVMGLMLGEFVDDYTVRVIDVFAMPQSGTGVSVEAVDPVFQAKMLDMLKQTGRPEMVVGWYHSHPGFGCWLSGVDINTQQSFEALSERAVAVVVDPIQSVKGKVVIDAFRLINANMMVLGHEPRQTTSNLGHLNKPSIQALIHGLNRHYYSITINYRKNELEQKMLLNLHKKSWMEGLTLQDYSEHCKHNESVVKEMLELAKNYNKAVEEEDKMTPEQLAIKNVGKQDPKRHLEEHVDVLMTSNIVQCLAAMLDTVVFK
MLLE-PAM2 inh: inhibitors of microRNA-mediated deadenylation, human PABP1 MLLE binding | P11940 | GST-MLLE / FITC-PAM2 fluorescence polarization | inhibition, % at 20 µM | hit rate 0.36% among 360,000 | AID 588489; in the data active means inhibition above about 35%, passing the limit was not always enough;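 further: plate controls were DMSO wells with GST-MLLE for no effect and wells lacking GST-MLLE protein for full effect; some results filed as inactive read as strong as hits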
Target sequence (P11940 whole entry, looked up): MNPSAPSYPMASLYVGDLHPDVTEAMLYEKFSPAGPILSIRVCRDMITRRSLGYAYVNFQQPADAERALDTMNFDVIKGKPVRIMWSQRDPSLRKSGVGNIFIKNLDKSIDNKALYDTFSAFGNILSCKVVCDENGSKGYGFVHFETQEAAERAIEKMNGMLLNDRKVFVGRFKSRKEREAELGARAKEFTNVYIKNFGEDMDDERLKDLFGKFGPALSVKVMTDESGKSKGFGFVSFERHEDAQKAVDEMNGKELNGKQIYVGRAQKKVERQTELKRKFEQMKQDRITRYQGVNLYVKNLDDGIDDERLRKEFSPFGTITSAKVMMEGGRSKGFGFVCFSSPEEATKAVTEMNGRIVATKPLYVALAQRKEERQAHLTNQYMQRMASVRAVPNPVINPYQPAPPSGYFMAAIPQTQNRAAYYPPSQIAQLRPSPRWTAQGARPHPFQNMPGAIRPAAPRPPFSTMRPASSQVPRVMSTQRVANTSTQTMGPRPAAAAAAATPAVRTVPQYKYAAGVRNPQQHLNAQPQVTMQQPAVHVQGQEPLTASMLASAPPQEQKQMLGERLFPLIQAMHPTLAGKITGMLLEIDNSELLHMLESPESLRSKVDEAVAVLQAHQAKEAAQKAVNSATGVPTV
DNMT1 block: inhibitors of human DNMT1; P26358; DNMT1 molecular beacon, Hinp1I cleavage, fluorescence; inhibition (reported as % activation of signal), % at 10 µM; hit rate 0.83% among 360,000; AID 588458; in the data active means inhibition above about 50%
CSN deneddyl inh: CSN deneddylation inhibition. Q92905. Purified CSN, SCF-Nedd8-OG deneddylation, fluorescence polarization. inhibition, % at 12.5 µM. hit rate 0.38% among 360,000. AID 651999;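 active means pattern-corrected inhibition above about 35%, with an unprinted fluorescence ratio check between 0.5 and 1.5, limit read from the data, passing the limit was not always enough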;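 further: 0% = enzyme with substrate and 100% = substrate without enzyme; some results filed as inactive read as strong as hits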
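test system = HEK293T-derived human Csn5 enzyme | amount = 0.24 nM Csn5 enzyme, final concentration | medium = Tris/NaCl/DTT buffer, pH 7.5 | schedule = 90 min reaction at room temperature | signal = FP | evaluation = inhibition of Csn5 cleavage, % | compound dosing = single dose of 12.5 µM compound with 0.25% DMSO | probe or stimulus = 10 nM SCFSkp2-Nedd8OG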
An asterisk follows results filed as active; i = inactive; / = no result given.

SMILES	LMPTP block	TbMetRS inhib	SUMO1-SIM PPI	STEP inh	Scp-1 inhibitor	NadD block	Rpn11 block	MLLE-PAM2 inh	DNMT1 block	CSN deneddyl inh
COC(=O)c1csc(C2OC(CO)C(O)C2O)n1 (stereo not drawn)	-0.1	-0.2	3.6	-1.9	/	-2.6	i	-3.5	-0.3	1.8
O=C(O)CCNC(=O)c1ccc(NC(=O)Cc2ccc(Cl)cc2)cc1	-0.6	-0.2	4.4	1.4	-2.5	0.6	i	-0.1	-3.5	8.8
C#CCNC(=O)C[C@@H]1C[C@@]2(C(=O)OC)CC(C)(C)CC=C2N(CCCCCCCC)C1=O	2.9	-0.2	-0.5	/	/	/	/	/	/	-2.9
Cc1ccc(-c2cc(NC(=O)c3ccccc3[N+](=O)[O-])n[nH]2)cc1	0.0	-0.7	-24.8	-1.8	-4.7	-2.8	i	-4.7	0.2	-0.8
O=C(NCCN1CCOCC1)c1ccc(Cl)c(S(=O)(=O)N2CCCCC2)c1	-0.3	-0.1	1.4	0.2	1.7	3.8	i	1.1	-2.6	2.9
COc1ccc(NC(=O)c2ccc(NCCN3C(=O)CCC3=O)c([N+](=O)[O-])c2)cc1	4.8	-0.7	-22.2	-2.6	29.4	-10.5	i	-8.6	5.6	-1.2
Cn1c(Cn2c(=O)sc3ccccc32)nnc1SCc1ccccc1	-0.5	0.3	6.8	1.0	-8.0	-1.9	i	-5.0	-0.3	-4.9
CCOc1ccc(OCC(=O)OCC(=O)NNC(=O)c2ccc([N+](=O)[O-])cc2)cc1	-1.9	0.0	-26.8	-1.4	-6.9	2.7	i	-10.3	2.0	1.8
c1ccc(-c2noc(CN3CCCC(OCc4ccccn4)C3)n2)cc1 (stereo not drawn)	-1.6	-0.3	3.5	-3.0	-9.0	1.3	i	-4.0	0.6	-1.4
CCOC(=O)[C@]12CCC=C1N(Cc1ccc3c(c1)OCO3)C(=O)[C@H](CC(=O)NCCCN1CCCC1=O)C2	-3.0	0.2	-1.1	/	/	1.8	/	/	/	1.0
CCOc1ccc(OCC)c(NC(=O)CCS(=O)(=O)c2ccc(Br)s2)c1	0.3	-0.7	0.1	1.0	9.1	-2.1	i	-3.5	20.0	-1.0
COc1ccc(-n2nccc2-c2nn(-c3cccc(OC)c3)c(=O)n(C)c2=O)cc1	0.2	0.1	-15.4	-3.5	-14.5	1.6	i	0.4	-0.9	-5.7
O=[N+]([O-])c1cccc(P(=O)(O)c2cccc([N+](=O)[O-])c2)c1	-1.6	0.4	-12.2	-2.3	0.9	1.4	i	-11.4	0.6	1.0
O=C(CSc1nc2ccccc2c(=O)n1-c1ccc(F)cc1F)NC1CC1	-1.5	-0.3	-1.1	-3.1	/	-0.5	i	-8.2	0.2	-2.8
CCN1C(=O)/C(=C2\Sc3ccccc3N2CC)OC1=S	2.0	0.7	-5.3	-0.6	-0.8	2.4	i	46.4*	9.3	3.1
O=C(Nc1ccccc1-c1ccccc1)c1ccccc1Br	-0.3	-0.6	1.4	-0.3	-8.7	-8.9	i	2.4	-0.1	-0.7
Cc1ccc(S(=O)(=O)N(C)C)cc1NC(=S)NC(C)CCC(C)C (stereo not drawn)	0.6	0.0	4.0	-0.2	1.1	-2.9	i	-0.1	5.7	-3.2
CCN(CCCNC(=O)c1nn(C)c2c1CS(=O)(=O)c1ccccc1-2)Cc1ccccc1	-0.9	-0.9	1.4	-1.2	-1.4	-5.6	i	-0.8	0.6	1.3
Cc1cc(N(C)C)cc(C)c1N=Nc1cc[n+]([O-])cc1	12.3	0.2	-92.5	6.3	/	-7.0	i	-26.3	-18.3	-2.4
COc1ccc(N2CCN(C(=O)COC(=O)CC(NC(N)=O)c3ccc(Cl)cc3)CC2)cc1 (stereo not drawn)	-1.8	-0.1	1.8	-1.9	/	-6.2	i	-0.5	-1.1	-2.7
NC(=O)[C@@H]1CC2(CC(c3cccc(NC(=O)[C@H]4CCC(=O)N4)c3)=NO2)CN1C(=O)COc1ccc(Cl)cc1 (stereo partly drawn)	-0.8	-0.4	-0.5	-1.9	-2.7	1.2	i	6.0	-3.3	-1.4
c1ccc(-c2nnc(CN3CCCCC3)o2)cc1	-3.3	-0.1	4.0	-0.5	-7.1	-0.4	i	28.0	5.1	-3.1
CC1CCCCN1C(=O)Cn1cnc2cc([N+](=O)[O-])ccc2c1=O (stereo not drawn)	-0.1	1.8	-18.7	-2.8	0.6	-9.0	i	-1.5	-0.6	-10.9
CCc1cccc(CC)c1NC(=S)/C(=C(\[O-])c1ccc(Cl)s1)[n+]1ccccc1	-0.8	0.3	-5.0	-0.4	-5.4	-6.5	i	16.9	-2.6	-5.5
CCN(CC)CCNC(=O)c1ccc(N2CCCCC2)c(NS(=O)(=O)c2ccc(C)cc2)c1	-3.6	-0.8	1.8	2.2	7.1	-26.3	i	15.6	3.3	-2.0
Cc1cc(C)nc(-n2nc(C)c(Oc3ccccc3O)c2C)n1	0.1	-0.1	0.3	-2.7	-0.1	4.5	i	11.8	2.8	0.6
O=C(NCC1CCCO1)c1cccc(S(=O)(=O)N2CCCCC2)c1 (stereo not drawn)	-1.6	-0.2	0.3	1.4	-1.9	-6.7	i	7.5	0.6	-0.5
CCC(C)(C)c1ccc(Oc2cccc(C(=O)O)c2)cc1	0.2	-0.1	0.0	1.6	-1.8	-4.6	i	10.2	0.1	2.7
CCOC(=O)c1ccc(-n2c(C)ccc2C)cc1	-1.9	-0.5	0.3	-2.3	-3.1	0.4	i	-8.0	-0.5	-19.1
O=C(CN1C(=O)NC2(CCc3ccccc32)C1=O)Nc1ccccc1Cl (stereo not drawn)	-1.5	-0.3	4.0	0.8	-4.3	-3.5	i	3.2	1.9	4.9
O=C(CCCSc1nc(-c2ccco2)cc(C(F)(F)F)n1)NCC1CCCO1 (stereo not drawn)	-0.7	-1.2	-10.6	-1.0	-1.6	-0.2	i	-5.3	-3.6	0.5
O=c1[nH]c2ccsc2c(=O)n1CCO	-1.8	-0.7	2.0	1.8	0.6	-8.2	i	-11.1	4.2	2.4
COc1ccc(S(N)(=O)=O)cc1C(=O)N(C)CC(=O)Nc1ccc(N2CCOCC2)cc1	-1.5	-0.5	-1.0	-1.8	3.8	0.8	i	1.9	-0.9	5.5
CC1CN(C(=O)c2cc(S(=O)(=O)N(C)c3ccc(F)cc3)ccc2Cl)CC(C)O1 (stereo not drawn)	0.9	0.2	3.2	0.9	-6.9	-2.0	i	1.8	-1.2	2.7
CCOc1cc(/C=C2\N=C(C)OC2=O)cc(Br)c1OCC(=O)OC	-0.7	-0.6	2.2	1.1	-5.2	10.1	i	-17.4	-2.0	-3.2
CCN1C(=O)/C(=C2\C=Cc3ccccc3N2CC)OC1=S	1.5	-0.6	-14.8	3.7	-8.0	-2.6	i	13.7	0.9	-2.1
O=C(Cc1ccc(Br)cc1)NNC(=O)c1cccs1	-0.8	0.2	0.4	-3.5	-6.7	1.4	i	7.6	-3.9	-0.8
CC(C)=CCN1CCN(Cc2nc(C(C)C)cs2)CC1CCO (stereo not drawn)	-0.6	-1.6	-6.7	0.1	4.7	-3.0	i	9.0	2.3	-3.3
Cc1cccc(NC(=O)c2cc([N+](=O)[O-])ccc2N2CCOCC2)c1C	0.3	-0.3	-25.8	-0.8	/	1.0	i	-37.8	1.1	-1.1
Cc1ccc(S(=O)(=O)NCCC(=O)N2CCCCCCC2)cc1C	-0.3	-0.4	1.7	-0.2	-9.0	-2.9	i	-2.0	3.3	3.4
COc1ccc(-c2c(-c3cc(OC)c(OC)c(OC)c3)noc2C)cn1	-0.1	-0.1	4.9	-0.3	-5.0	-0.7	i	5.1	2.4	-0.5
Cc1cccc(NC(=O)C2CCCN2S(=O)(=O)c2ccc(F)cc2)c1C (stereo not drawn)	-0.2	-0.6	3.4	0.8	-3.6	3.6	i	-3.3	3.2	-1.0
CCc1ccc(Nc2ccc(S(=O)(=O)N3CCOCC3)cc2[N+](=O)[O-])cc1	1.1	-0.6	-22.3	2.7	0.7	-7.3	i	3.6	-4.0	-6.1
COc1ccc(C(=O)NC(=S)NNC(=O)c2c(-c3ccccc3)noc2C)cc1	-2.0	-1.3	2.5	0.5	-6.8	5.3	i	24.9	3.1	-2.9
CC(C)[C@H](NC(=O)OCc1ccccc1)C(=O)OCc1cc(=O)oc2cc(O)ccc12	1.5	-0.3	-4.8	2.2	-4.5	2.7	i	-6.2	-1.0	2.4
COc1ccc(S(=O)(=O)NCCC(=O)OCC(=O)c2ccc[nH]2)cc1[N+](=O)[O-]	11.0	-0.2	-10.6	2.3	35.7	-1.7	i	-9.6	5.6	-1.7
O=C(Nc1ccc(N2CCN(C(=O)c3ccco3)CC2)cc1)c1ccc2c(c1)OCO2	-0.6	-0.8	3.9	4.2	0.4	0.1	i	-3.0	-2.9	3.4
CC(Sc1nnc(Nc2ccccc2)s1)C(=O)Nc1nc(-c2ccccc2)cs1 (stereo not drawn)	1.1	0.1	-1.2	0.6	0.2	22.9	i	-40.0	-3.4	0.6
CCN(CCCNC(=O)c1cn(CC)c2ccc(S(=O)(=O)N(C)C)cc2c1=O)c1cccc(C)c1	1.1	-0.2	2.6	1.4	-7.0	-4.0	i	-11.3	-9.5	2.8
NS(=O)(=O)c1ccc(NC(=O)CCC(=O)c2ccc(Cl)s2)cc1	-1.3	-0.3	-9.5	-3.1	-7.7	0.2	i	-10.0	-2.5	2.8
Clc1ccc2[nH]c3c(c2c1)CNCC3	16.1	4.1	-16.5	0.4	-9.1	-8.3	i	-14.4	-13.4	6.7

An unsorted share of the library, and some 3.6% of all compounds hit somewhere here.
